FBW7 act = human FBW7 E3 ligase activation, primary screen. AlphaScreen FBW7–phospho-cyclin E peptide binding, activator screen. Q969H0. hit rate 0.13% among 650,000. AID 1259310. normalized activity (activation), % at 26.1 µM; in the data active = normalized activity above about 1.9%;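 also: purified mutant Fbw7 with reduced substrate affinity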
MITF inh = inhibitors of human MITF; O75030; AlphaScreen MITF homodimerization, bead proximity signal; inhibition, % at 2.6 µM; hit rate 0.91% among 650,000; AID 1259374; in the data active = inhibition above about 50%;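 also: 0% = vehicle wells with protein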
Target sequence (O75030 whole entry, looked up): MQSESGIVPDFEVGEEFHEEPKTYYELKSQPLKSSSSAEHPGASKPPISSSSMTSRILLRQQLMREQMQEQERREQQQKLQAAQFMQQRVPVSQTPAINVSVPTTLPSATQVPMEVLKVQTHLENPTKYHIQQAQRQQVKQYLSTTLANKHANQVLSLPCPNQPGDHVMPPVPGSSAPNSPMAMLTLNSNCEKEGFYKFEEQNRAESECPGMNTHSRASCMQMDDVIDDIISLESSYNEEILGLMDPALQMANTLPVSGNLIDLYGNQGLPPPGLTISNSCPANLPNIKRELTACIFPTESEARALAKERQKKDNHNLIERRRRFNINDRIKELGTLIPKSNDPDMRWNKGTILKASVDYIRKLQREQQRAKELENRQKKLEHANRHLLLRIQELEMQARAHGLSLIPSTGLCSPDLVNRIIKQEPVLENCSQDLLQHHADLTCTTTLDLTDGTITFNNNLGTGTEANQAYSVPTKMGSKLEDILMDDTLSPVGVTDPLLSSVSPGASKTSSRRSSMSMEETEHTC
GPR151 activ = activators of human GPR151; Q8TDV0; PathHunter beta-arrestin GPR151 cells, luminescence; activation, % at 11.2 µM; hit rate 1% among 650,000; AID 1508602; in the data active = activation above about 4.9%;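 also: 0% = median of compound wells and 100% = cells with positive control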
Target sequence (Q8TDV0 whole entry, looked up): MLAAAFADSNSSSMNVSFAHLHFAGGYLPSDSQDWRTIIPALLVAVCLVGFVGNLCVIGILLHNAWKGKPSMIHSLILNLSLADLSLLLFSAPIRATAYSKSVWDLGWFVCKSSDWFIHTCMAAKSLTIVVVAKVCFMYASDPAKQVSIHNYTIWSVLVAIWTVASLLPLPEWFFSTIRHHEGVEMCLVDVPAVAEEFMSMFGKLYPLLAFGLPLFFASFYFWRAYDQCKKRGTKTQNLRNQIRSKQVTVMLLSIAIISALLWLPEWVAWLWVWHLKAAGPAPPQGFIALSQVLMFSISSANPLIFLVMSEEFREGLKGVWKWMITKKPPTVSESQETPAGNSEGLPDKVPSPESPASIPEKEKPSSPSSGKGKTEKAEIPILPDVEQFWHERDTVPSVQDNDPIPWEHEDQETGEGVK
TEAD-YAP block = TEAD-YAP interaction inhibition. HEK-TIYL cells, TEAD-Gal4/YAP UAS-luciferase luminescence. inhibition, % at 9.12 µM. hit rate 1.4% among 640,000. AID 1259422; in the data active = inhibition above about 32%;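 also: 0% = median of test compound wells and 100% = reference inhibitor wells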
* hit, by the source's call; i = inactive; · = not tested or not shown.

Molecule | FBW7 act | MITF inh | GPR151 activ | TEAD-YAP block
CC(C)COc1ccc(C(=O)N/C(=C/c2cccc([N+](=O)[O-])c2)C(=O)NCCCO)cc1 | -0.1 | 3 | 1.3 | 6
CCCCN(C)C(=O)C(CC)NS(=O)(=O)c1ccc(OC)cc1 (stereo not drawn) | -0.1 | 7 | -1.0 | 13
CCn1c(C)nc2cc(CO)ccc21 | 0.4 | 10 | 1.1 | -6
O=C(C[n+]1cccc(/C=N/O)c1)N1CCOCC1 | 0.3 | -8 | -0.7 | -5
COc1cccc(NC(=O)c2sc3ncn(C)c(=O)c3c2C)c1 | -0.1 | 7 | -2.2 | -23
CCN(CC)S(=O)(=O)c1cc(C(=O)Nc2ccc(F)cc2)ccc1C | 0.0 | 0 | -1.0 | 2
Cc1ccc(NC(=O)c2cccs2)c(N)c1 | -0.3 | 7 | -1.6 | -21
Cc1ccc(/C=C/C(=O)Nc2ccc(Cl)c(Cl)c2)o1 | -0.1 | 11 | -0.3 | -44
Cc1ccc2nc(/C(C#N)=C/c3ccc(O)c([N+](=O)[O-])c3)[nH]c2c1 | -0.3 | 13 | -0.1 | -15
COc1cc(C=O)cc(Cl)c1OS(=O)(=O)c1ccc(NC(C)=O)cc1 | 0.0 | -1 | -1.1 | 3
O=C(CSc1nc2[nH]ncc2c(=O)n1-c1ccccc1)Nc1ccc(Br)cc1F | 0.1 | -1 | 0.0 | 8
CC(C)(C)c1ccc(OC(=O)c2cnsn2)cc1 | 0.2 | 15 | -1.2 | -1
O=C(/N=C1/c2ccccc2CN1c1ncccn1)Nc1ccccc1 | -0.4 | 4 | -1.4 | -18
C=CCn1c(CNC(=O)c2cccc(Cl)c2)n[nH]c1=S | 0.1 | 11 | -0.5 | -5
CCOC(=O)NCc1nc2ccccc2n1Cc1ccccc1F | 0.0 | 1 | 0.0 | 2
Cc1ccc(/C=C(\C#N)c2nc3ccc(Cl)cc3c(=O)[nH]2)o1 | 0.3 | 12 | -0.9 | 2
CC1(Cc2cccc(O)c2)C(=O)Nc2cc(C(F)(F)F)ccc21 (stereo not drawn) | -0.1 | 1 | 2.4 | -9
O=C1CCCN1CCCNc1ncnc2nc(Nc3ccc4ncccc4c3)[nH]c12 | -0.2 | 3 | -1.6 | 0
Cc1cccc(-c2nnc3sc(NC(=O)c4cccc(F)c4)nn23)c1 | -0.1 | -2 | -0.1 | 1
CCN1c2ncccc2C(=O)NC12CCN(Cc1ccc(F)c(F)c1)CC2 | 0.0 | 5 | 1.1 | -7
COc1ccc(N(C(=O)C(F)(F)F)C2C=CS(=O)(=O)C2)cc1 (stereo not drawn) | 0.1 | -7 | -0.1 | -2
Cc1nn(-c2ccccc2)c2c1C(C(F)(F)F)(C(F)(F)F)C(C#N)=C(N)O2 | 0.0 | -3 | -1.2 | -4
CC1CN(c2cc(N3CCOCC3)c(F)cc2[N+](=O)[O-])CCN1C(=O)c1cccs1 (stereo not drawn) | -0.2 | 0 | 7.6* | -19
COc1cccc(Nc2nc3cc(C)ccc3nc2NS(=O)(=O)c2ccc(Cl)cc2)c1 | -0.2 | -1 | 0.5 | 2
CCCC1=NN2C(=N)/C(=C/c3ccc(OCCOc4ccccc4)c(OCC)c3)C(=O)N=C2S1 | 0.1 | 10 | -0.8 | 18
O=S(=O)(NCc1csc(-c2ccccc2)n1)c1cccc(F)c1 | 0.1 | 5 | -0.1 | 0
COc1ccc2nnc(-c3ccc(Br)cc3)n2n1 | 0.2 | 7 | 0.8 | -8
CCOC(=O)c1cnc2c(C)c(Cl)ccc2c1NCCCO | 0.1 | 8 | 1.0 | 2
CCOC(=O)c1c(-c2ccc(-c3ccccc3)cc2)csc1NC(=O)c1ccc2cc(OC)ccc2c1 | -0.2 | -9 | 1.4 | 11
CCOC(=O)c1cc(-c2ccc(/C=C3/C(=O)N(c4cccc(C(F)(F)F)c4)N=C3C)o2)ccc1Cl | -0.1 | -1 | -0.1 | -1
Nc1c(C(=O)Nc2ccc(OC(F)(F)F)cc2)sc2nc3c(cc12)CCCC3 | 0.1 | 9 | -0.1 | 7
Cc1ccc(-c2csc(=S)n2CC(=O)N2CCCCC2)cc1 | 0.2 | 0 | -0.3 | -18
CC(=O)/C=C(\C)NC(C)C(=O)O (stereo not drawn) | -0.2 | 8 | 0.3 | -8
Cn1c(-c2c(CCC(=O)O)oc3cc(O)ccc3c2=O)nc2ccccc21 | -0.2 | 1 | -0.6 | -9
O=C(Nc1ccccc1Oc1cccnc1)C1CCCN(Cc2ccc(Cl)s2)C1 (stereo not drawn) | 0.0 | i | 0.5 | -9
c1ccc(-c2nnc(CN3CCN(C4CCCCC4)CC3)o2)cc1 | -0.3 | 0 | 0.2 | -4
CCc1cc2c(cc3c(=O)n(CCCC(=O)O)ncn32)s1 | -0.1 | -6 | 0.2 | 35*
COc1ccc(CC(=O)OCCN(C)C)cc1 | 0.0 | 2 | -0.6 | 4
CCCNc1cc(NC2CCN(Cc3ccccc3)CC2)ncn1 | 0.5 | 14 | 0.1 | -7
COc1ccc(NC(=O)C2C3CCC(C3)C2C(=O)O)cc1OC (stereo not drawn) | -0.2 | 9 | 1.3 | -3
Fc1ccc(F)c(NC2=NCCCCC2)c1 | 0.1 | 15 | 1.0 | 14
C[C@H]1NC(=O)[C@H]2CN(C(=O)c3ccc(OC(F)(F)F)cc3)CCN2C1=O | -0.1 | -7 | 1.0 | -3
O=C(NCc1cccc(C(F)(F)F)c1)c1cccc(N2CCc3ccccc3C2)c1 | 0.0 | 12 | 0.7 | 9
Cc1ccc(NC(=O)CSc2nc(-c3cccs3)cc(C(F)(F)F)c2C#N)cc1 | 0.1 | 14 | 1.5 | -2
COC(=O)Nc1ccc(Br)cn1 | 0.9 | 10 | -0.4 | -4
COC(=O)Cc1c(C)c2cc(Cl)c(OCC(=O)C(C)(C)C)cc2oc1=O | 0.1 | -1 | 0.4 | 2
Cc1ccc2c(n1)sc1c(-c3ccccc3)c(C#N)c(N)nc12 | 0.1 | 2 | 1.4 | 17
c1ccc(Cn2nnnc2CN2CCN(c3ncccn3)CC2)cc1 | -0.1 | -3 | -0.2 | -1
COc1ccc(/C=C2\C(=O)N(c3ccc([N+](=O)[O-])cc3)N=C2N2CCOCC2)cc1 | 0.3 | 7 | 0.4 | 14
COc1ccccc1C(=O)N1CCN(C(=O)c2ccco2)CC1 | 1.2 | 13 | 2.1 | -7
CCn1cc(NC(=O)Nc2ccc3c(c2)OCO3)c(C(N)=O)n1 | 0.1 | -4 | 0.6 | -27
O=C(NCCN1CCOCC1)c1cc(-c2ccccc2)nc2ccc(Br)cc12 | -0.1 | 1 | 0.2 | -1
CCN(CC)C(=O)CSc1nnc(COc2ccc(Br)cc2)o1 | 0.0 | 12 | -0.1 | 1
O=C(OCCN1CCOCC1)c1ccccc1I | 0.0 | 16 | 0.3 | 4
C=CCn1c(=NC(=O)C(C)C)sc2cccc(OC)c21 | 0.1 | 14 | 2.2 | 3
CC(=O)c1ccc(NC(=O)CSc2ccc(C)cc2)cc1 | 0.1 | 12 | 5.5* | -39
Cc1sc(NC(=O)c2ccc(Br)o2)c(C(=O)OC(C)C)c1C | 0.1 | -3 | 1.5 | -3
N#CCCNS(=O)(=O)c1ccc(C(=O)OCc2ccc(C#N)cc2)cc1 | 0.0 | 0 | -0.1 | 1
CCOc1ccc(S(=O)(=O)N(Cc2cccn2C)C2CC2)cc1F | -0.2 | 8 | 0.4 | -3
O=C(CSc1nnnn1-c1ccccc1)N/N=C/c1cc(Br)ccc1O | -0.1 | 1 | 0.2 | 27

(continued)
Molecule | FBW7 act | MITF inh | GPR151 activ | TEAD-YAP block
C=CCC(=O)N1CCC(n2nccc2NC(=O)CCOc2ccccc2)CC1 | 0.6 | -3 | -1.7 | -11
CCOC(=O)CS(=O)(=O)c1ccc(C(=O)N2CCCCC2)cc1[N+](=O)[O-] | -0.1 | -1 | -1.8 | -13
O=C(O)/C(=C\c1ccc2c(c1)OCO2)NC(=O)c1ccc(Cl)cc1Cl | 0.1 | -5 | 0.0 | -3
COc1ccc(-c2c(C#N)c(SCC(=O)Nc3ccc(C)cc3)nc(C)c2C(=O)Nc2ccccc2)cc1 | -0.6 | -10 | 0.7 | 2
COCc1[nH]nc2c1C(c1cc(OC)c(O)c(OC)c1)C(C#N)=C(N)O2 (stereo not drawn) | 0.2 | 15 | 2.6 | -3
Cc1cc(-c2ccccc2)n(-c2ccc(C(=O)N3CCN(c4ncccn4)CC3)cc2)n1 | 0.7 | 23 | -2.2 | 19
O=C(OCC(=O)N(Cc1ccccc1)Cc1ccccc1)c1cc(=O)[nH]c(=O)[nH]1 | 0.0 | 9 | -2.0 | 0
COc1cc(-c2nc3ccc(C(=O)NCc4ccco4)cc3nc2-c2cc(OC)c(OC)c(OC)c2)cc(OC)c1OC | 0.1 | 22 | -1.4 | -2
COCC(=O)NC(c1nnc2n1CCN(Cc1ccccc1C(F)(F)F)CC2)C(C)C (stereo not drawn) | 0.2 | 0 | -0.4 | 13
CCOC(=O)CC(=O)CSc1nc2ccsc2c(=O)n1CCCCCC(=O)NCCc1ccc(OC)c(OC)c1 | -0.1 | -1 | -0.2 | -5
O=C(Nc1nc(CCC(=O)N2CCN(c3ccccc3F)CC2)cs1)NC1CCCCC1 | 0.0 | 5 | 3.0 | 5
Cc1c(C(=O)Nc2ccc(Oc3ccccc3)cc2)sc2ncnc(N3CCN(c4ccccn4)CC3)c12 | 0.0 | 11 | -0.8 | 1
O=C(O)c1cccnc1SCc1cccc(F)c1 | 0.0 | 6 | -0.6 | 4
O=C(NCCc1ccccc1)Nc1ccccc1NC(=O)c1ccccc1F | 0.0 | -8 | -0.7 | 15
O=C1NC(=O)/C(=C\c2cc(Cl)c(OCc3ccc(F)cc3)c(Br)c2)N1 | 0.1 | 10 | 0.1 | -4
CN(Cc1ccccc1)CC(O)COc1ccc(CNCCCOc2cccnc2)cc1 (stereo not drawn) | -0.2 | -2 | -0.2 | -10
Cc1ccc(C)n1-c1cccc(C(F)(F)F)c1 | 0.3 | -3 | 0.3 | -6
COc1ccccc1N/C=C(\C#N)c1nc(-c2ccc3c(c2)OCO3)cs1 | -0.1 | -4 | 0.3 | 0
CCOC(=O)N1CCN(S(=O)(=O)c2ccc(C(=O)Nc3sc4c(c3C(N)=O)CCCCC4)cc2)CC1 | -0.1 | 6 | -1.0 | 6
Nc1nonc1-n1nnc(C(=O)N2CCOCC2)c1-c1ccccc1 | 0.1 | 4 | 0.9 | -14
CC(C)N1C(=O)CCC1C(=O)N1CCN(Cc2ccccc2)CC1 (stereo not drawn) | -0.1 | 9 | -0.2 | 6
COC(=O)NNC(=S)Nc1ccc(Cl)cc1Cl | -0.1 | 6 | -0.2 | 13
CC(=O)c1cccc(-c2cc(C(=O)NCCOc3ccccc3)ccn2)c1 | 0.2 | 7 | -0.3 | -21
NC(=O)C1(N2CCCCC2)CCN(C(=O)CSc2nc(C(F)(F)F)cc(=O)[nH]2)CC1 | 0.9 | -3 | 0.6 | -8
Cc1ccc2oc(C)c(C(=O)c3ccccc3)c(=O)c2c1 | -0.1 | -13 | 0.1 | -14
CC1=CC2=NC(C(F)(F)F)(C(F)(F)F)N=C(c3cccnc3)N2C=C1 | 0.0 | -2 | -1.3 | 0
CCC(=O)N1CCc2cc(S(=O)(=O)NCCC(=O)NC(C)c3ccccc3)ccc21 (stereo not drawn) | 0.7 | 5 | -0.4 | 2
Cc1cc(C)c2nc(N3CCCC(C(=O)NCCCN4CCCC4=O)C3)sc2c1 (stereo not drawn) | 0.0 | -4 | 1.0 | -17
CN1C(=O)Cn2c1nc1ccccc12 | 0.2 | 2 | -1.3 | 16
CC(C)=CCC/C(C)=C/CC/C(C)=C/CC[C@]1(C)CCc2c(C)c(O)c(C)c(C)c2O1 | · | -5 | -2.6 | ·
CC1CC(C)CN(CCCNC(=O)c2cn(-c3ccc(F)cc3F)c(=O)c3ccccc23)C1 (stereo not drawn) | -0.1 | 0 | 2.6 | 26
O=C(Nc1ccc(Cl)c(Cl)c1)c1cc2n(n1)C(C(F)(F)F)CC(c1cccs1)N2 (stereo not drawn) | 0.0 | -13 | -0.3 | -22
O=C(c1cccnc1)N(CC1CC1)C1CCN(Cc2ccncc2)CC1 | 0.0 | 5 | -0.8 | -9
Cn1c(=O)c2c(nc3n(Cc4ccccc4)c(-c4ccccc4)cn23)n(C)c1=O | 0.0 | -1 | 0.9 | 7
CC(C)(C)c1ccc(CSc2nc3ccc(NC(=O)CSc4nnnn4-c4ccccc4)cc3s2)cc1 | 0.0 | 1 | -0.2 | 0
CCOc1ccc(N2C(=O)/C(=C/c3ccc(OC)cc3)NC2=S)cc1 | -0.1 | -4 | -0.8 | 3
O=c1[nH]c(Nc2ccccc2)nc2n[nH]c(-c3ccccc3)c12 | 1.0 | 15 | 1.0 | -35
Cc1cccc(NC(=O)C(=O)NCC2CCCO2)c1C (stereo not drawn) | -0.2 | 1 | -0.2 | -43
COc1ccc(CCCC(=O)N/N=C\c2ccc3c(c2)OCO3)cc1 | 0.3 | -14 | 1.1 | 3
CC1=C(C)CC2C(=O)N(c3ccccc3[N+](=O)[O-])C(=O)C2C1 (stereo not drawn) | 0.2 | 7 | 0.2 | 6
CCn1nc(C(=O)Nc2nc(-c3cccnc3)cs2)cc1C | 0.8 | 10 | -1.0 | 8

Source: PubChem BioAssay (The Scripps Research Institute Molecular Screening Center)

Random draw from the library. Share with any hit: about 3.4%.
